Screening data from PubChem BioAssay.
BoNT A protease: blocks Botulinum neurotoxin A light chain protease; 360,000 tested, 0.17% active; inhibition, % at 10 µM; AID 588499; multiplex microsphere protease substrate cleavage, flow cytometry; note: plate controls were buffer without enzyme for full effect and enzyme alone for no effect
FadD28 binding: blocks FadD28 binding to the bisubstrate probe. fluorescence polarization. AID 588549. inhibition, % at 12.5 µM. 360,000 tested, 0.22% active; in the data active = inhibition above about 8.5%, passing the limit was not always enough; inconclusive = no clear call, values can overlap the other calls
PrPC TRFRET: inhibitors of human cell surface prion protein PrPC; P04156; TR-FRET read-out; inhibition, % at 13.8 µM; 370,000 tested, 0.43% active; AID 720596; in the data active = inhibition above about 24%; note: 0% = median of the test wells and 100% = reference compound wells
Anthrax LF prot: blocks Bacillus anthracis lethal factor protease. 360,000 tested, 0.12% active. multiplex microsphere protease cleavage assay, LF. inhibition, % at 10 µM; note: plate controls were buffer without enzyme for full effect and enzyme alone for no effect
Target sequence (P15917 whole entry, looked up): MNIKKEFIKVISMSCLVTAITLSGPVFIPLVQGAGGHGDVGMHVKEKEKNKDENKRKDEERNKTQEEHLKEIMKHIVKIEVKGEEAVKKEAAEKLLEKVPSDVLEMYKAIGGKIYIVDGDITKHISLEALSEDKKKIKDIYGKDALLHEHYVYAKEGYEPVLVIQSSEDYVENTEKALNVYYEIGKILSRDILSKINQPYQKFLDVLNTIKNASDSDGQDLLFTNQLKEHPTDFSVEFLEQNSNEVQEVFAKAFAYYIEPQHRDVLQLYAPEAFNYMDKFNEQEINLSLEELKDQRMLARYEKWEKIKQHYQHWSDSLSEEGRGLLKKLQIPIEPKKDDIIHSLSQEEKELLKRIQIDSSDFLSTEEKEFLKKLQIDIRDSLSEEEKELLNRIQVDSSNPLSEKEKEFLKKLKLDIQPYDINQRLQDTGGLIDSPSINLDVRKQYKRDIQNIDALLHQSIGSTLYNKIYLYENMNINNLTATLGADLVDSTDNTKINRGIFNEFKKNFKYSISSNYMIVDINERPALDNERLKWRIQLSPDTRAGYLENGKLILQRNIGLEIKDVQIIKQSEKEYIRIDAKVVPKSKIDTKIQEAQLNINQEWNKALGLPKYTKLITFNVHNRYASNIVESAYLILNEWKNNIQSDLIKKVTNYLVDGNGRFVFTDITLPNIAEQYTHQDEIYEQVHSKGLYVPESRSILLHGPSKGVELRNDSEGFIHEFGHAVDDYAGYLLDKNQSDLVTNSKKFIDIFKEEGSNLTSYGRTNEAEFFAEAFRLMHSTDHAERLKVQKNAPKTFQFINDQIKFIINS
PfHsp40 yeast: restores yeast growth despite PfHsp40 toxicity. S. cerevisiae expressing PfHsp40, growth rescue, ATP luminescence. growth rescue, % at 12.5 µM. 340,000 tested, 0.68% active. AID 504582; in the data active = growth rescue above about 28%, passing the limit was not always enough; inconclusive = no clear call, values can overlap the other calls;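 note: yeast W303a lacking pdr1 and pdr3 grown in galactose medium; growth measured after three days at 30 °C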
BoNT-F LC inh: inhibitors of Botulinum neurotoxin F light chain protease. inhibition, % at 10 µM. AID 588497. Multiplex microsphere protease cleavage assay, flow cytometry. 360,000 tested, 0.22% active; in the data active = inhibition above about 35%, passing the limit was not always enough; inconclusive = no clear call, values can overlap the other calls; note: plate controls were buffer without enzyme for full effect and enzyme alone for no effect
CCHFV vOTU inh: CCHFV vOTU protease inhibition; Pep-AMC fluorescence; inhibition, % at 11.5 µM; 370,000 tested, 0.55% active; AID 651958; in the data active = inhibition above about 30%; note: 0% = vehicle wells with enzyme and 100% = no enzyme wells
TcdB inh: TcdB glycohydrolase inhibition; P18177; TcdB glycohydrolase enzymatic assay, plate reader; inhibition, % at 9.99 µM; 350,000 tested, 0.24% active; AID 652162; in the data active = inhibition above about 10%
Yp Topo-I inh: blocks Yersinia pestis topoisomerase I activity; Y. pestis Topo-I cleavage product accumulation, plate reader; activity, % at 10 µM; 360,000 tested, 0.064% active; AID 504884; in the data active = activity above about 50%, passing the limit was not always enough; inconclusive = no clear call, values can overlap the other calls; note: inactives centre near 2
* hit, by the source's call; ? = inconclusive; / = not tested or not shown; & = joins results of further samples. Cut-off read from the data, not from the text of the source, unless noted: active = inhibition above about 30%; inconclusive = no clear call, values can overlap the other calls; inactive = below that.

SMILES	BoNT A protease	FadD28 binding	PrPC TRFRET	Anthrax LF prot	PfHsp40 yeast	BoNT-F LC inh	CCHFV vOTU inh	TcdB inh	Yp Topo-I inh
COc1ccc(NC(=O)C2OC3OC(C)(C)OC3C3OC(C)(C)OC23)cc1 (stereo not given)	-0.8	1.1	2	0	0.0	-1	-9	/	8
COCCCn1c(=S)[nH]c2sc3c(c2c1=O)CCCC3	0.5	2.2	-3	-3	2.8	-4	6	4.5	-4
O=C(Cn1cnc2ccccc2c1=O)NCCC(=O)Nc1ccccc1C(F)(F)F	1.1	0.3	-3	-3	-0.3	-5	9	0.8	8
CCC1COCCS(=O)(=O)N1Cc1cccc(C(F)(F)F)c1 (stereo not given)	0.7	-5.5	-8	3	-1.7	-1	5	0.8	6
CCN(CC)S(=O)(=O)c1cc(NC(=O)C(C)OC(=O)c2[nH]c(C)c(C(C)=O)c2C)ccc1C (stereo not given)	-0.9	-0.9	11	0	0.3	-3	-12	0.7	2
O=C(N/N=C/c1ccc(-c2ccccc2C(=O)O)o1)c1cccs1	-0.4	2.0	-2	-2	1.2	-4	0	/	-7
O=C(c1cc(-c2ccc(Br)cc2)on1)N1CCc2ccccc2C1	-3.1	-1.8	-2	-3	0.2	-10	-2	1.5	6
CN(CC(=O)Nc1ccc(F)c(F)c1F)C(=O)C1CCCN1C(=O)c1cccs1 (stereo not given)	-0.1	0.1	4	4	/	2	-7	0.4	-5
CCOC(=O)NC(=O)/C(C#N)=C(/C)N(C)C	-0.6	-4.3	0	-12	-0.6	-3	10	1.1	9
Cc1cccc(NC(=O)CN(C)S(=O)(=O)c2ccc(Br)cc2)n1	?	-0.8	3	-4	-1.4	-4	-3	/	2
COC(=O)c1ccc(NC(=O)C(=O)c2c[nH]c3ccccc23)cc1	?	-1.1	7	-16	0.2	?	-12	1.1	-3
Cc1cc(=O)[nH]c(N2CCN(C(=O)c3ccco3)CC2)n1	-1.0	1.6	1	0	-0.2	7	-14	0.1	-3
O=C(NC(=S)Nn1cnnc1)c1cccc(Br)c1	-1.5	-2.9	-5	1	-1.3	-24	-3	/	-1
CCCCN(CCCC)C(=O)c1cc(Cl)ccc1[N+](=O)[O-]	0.0	-1.5	2	8	-2.2	22	13	/	0
C=CCOC(=O)c1sc(NC(=O)c2ccco2)nc1C	2.9	-5.0	12	0	0.5	3	2	/	2
O=[N+]([O-])c1cc(/C=N/O)ccc1Oc1ccccc1Cl	-1.3	-8.5	-12	-1	0.1	-2	-10	1.1	-6
COc1ccc(OC)c(Nc2nc(-c3ccc(O)c(O)c3)cs2)c1	-0.4	-0.6	/	-7	0.2	-22	/	/	-20
COc1ccc(C(=O)N=C2SC3CS(=O)(=O)CC3N2c2ccc(C(C)=O)cc2)cc1 (stereo not given)	-1.0	-0.3	0	-2	0.0	1	8	0.4	2
COc1cc(C(=O)NNC(=O)c2nn(C)c(=O)c3ccccc23)cc(OC)c1OC	0.5	-4.0	-5	-5	-0.2	-5	1	0.7	2
CCn1cc(C(=O)N2CCCC2)c(=O)c2cc(S(=O)(=O)N3CCOCC3)ccc21	0.7	-2.9	-5	-4	-0.7	1	0	/	1
COc1ccc(N2C(=O)CN(Cc3ccc(OC)c(OC)c3)C2=S)cc1	-0.4	-3.5	-4	-1	0.2	-3	3	-0.4	10
Cc1ccccc1C(=O)NNS(=O)(=O)c1cccc([N+](=O)[O-])c1	0.1	-2.5	-7	12	1.8	9	-12	-5.4	6
O=C(NC(=O)c1ccccc1)OCC1CCCN2CCCCC12 (stereo not given)	-0.6	1.0	-12	1	0.7	-9	-3	1.2	3
Cc1ccc(C(=O)COc2nc(C)cc(C)c2C#N)cc1	-1.1	1.4	-5	0	-0.4	-3	12	/	-9
CC(C)N(Cc1ccccc1)CC(O)COc1ccc(S(=O)(=O)N2CCOCC2)cc1Cl (stereo not given)	0.1	-4.2	12	-4	-1.1	-2	11	0.1	-2
CCOC(=O)CN1C(=O)N[C@@H](c2ccco2)C(C(C)=O)=C1C	-0.3	-2.4	4	-9	-0.3	-14	-1	-0.3	-9
O=C(NNC(=O)c1cccc(-n2cccc2)c1)c1ccccc1	-1.4	-2.5	-5	-5	0.5	-9	7	0.0	1
COc1ccccc1CNC(=O)C1CCC(CNc2c(N3CCCCC3)c(=O)c2=O)CC1 (stereo not given)	0.0	-0.9	7	-3	1.0	-6	3	0.8	4
CC(C)N(Cc1nc(-c2ccc(Cl)cc2)no1)C(=O)c1cccs1	-0.4	-1.0	1	-4	0.1	5	3	/	9
CCCCCc1ccc(-c2cn(Cc3ccc4ccccc4c3)nn2)cc1	0.4	0.2	5	-2	-2.0	-8	12	1.1	-1
CSc1nnc(-c2cnccn2)n1C	-1.2	-3.0	/	0	-1.3	-5	/	0.9	-5
Cc1cc(C)c2c(=O)[nH]c(SCC(=O)Nc3ccccc3)nc2n1	0.2	-1.5	5	0	3.6	6	9	/	7
COc1ccc(N2C(=O)NC(NS(=O)(=O)c3ccccc3)(C(F)(F)F)C2=O)cc1 (stereo not given)	2.2	-0.9	-6	-2	-0.9	11	7	1.1	3
O=C(Nc1nc(-c2ccccn2)cs1)C1CC(=O)N(c2ccc3c(c2)OCCO3)C1 (stereo not given)	0.5	-1.6	-2	1	6.8	-14	2	-0.6	-8
CCN(C(=O)COC(=O)Cc1c[nH]c2ccccc12)c1c(N)n(Cc2ccccc2)c(=O)[nH]c1=O	1.3	0.8	1	-3	0.2	-3	-5	0.1	3
CCCCc1ccc(-c2ccc(C)cc2O)nc1	0.6	-1.5	7	2	-0.9	-14	7	/	-3
Cc1ccc2oc(=O)cc(CN3CCN(C/C=C/c4ccccc4)CC3)c2c1	/	-1.1	-8	/	1.0	/	5	-0.5	11
CN(Cc1ccccc1)c1ccc(C(CC(N)=O)NC(=O)Cc2ccc(Br)cc2)cc1[N+](=O)[O-] (stereo not given)	0.1	-6.4	-13	3	0.6	3	-3	0.7	21
CN(C)C(CNC(=S)Nc1ccccc1)c1cccnc1 (stereo not given)	0.1	0.3	-3	-2	0.0	-2	-12	1.2	0
O=C(O)CNC(=O)c1ccc(N2CCOCC2)cc1[N+](=O)[O-]	-0.4	-3.2	-8	-2	-1.0	-7	-8	2.1	-4
COc1cccc(NC(=O)COC(=O)CCC(=O)c2cccs2)c1	-4.7	/	0	1	1.4	-2	-6	0.7	4
Cc1ccc(N(C(=O)CNC(=O)c2ccco2)C(C(=O)NC2CCCC2)c2ccncc2)cc1C (stereo not given)	0.4	-2.3	-1	-6	-0.6	-18	4	1.2	0
COc1ccc(C(C)=O)cc1COC(=O)CNC(=O)c1ccccc1F	0.3	-3.7	-6	2	0.6	3	-9	/	-7
O=C(NCC(c1cccnc1)N1CCN(c2ccc(F)cc2)CC1)c1ccc(F)cc1 (stereo not given)	-0.2	1.3	4	-6	-0.4	-6	9	/	10
Cc1noc(C)c1NC(=O)N(C)C[C@@H]1Oc2ccc(NC(=O)Cc3cn(C)c4ccccc34)cc2CC(=O)N([C@H](C)CO)C[C@@H]1C	-0.4	1.3	4	0	0.4	-7	-8	0.9	19
COc1cc(C(=O)NCc2nnc(SCC(=O)N3CCC(C)CC3)o2)cc(OC)c1OC	-0.4	-2.7	-7	-1	0.5	-15	12	/	-2
CC(C)C(=O)Nc1ccc2nn(-c3ccc(F)cc3)nc2c1	-0.1	-1.5	/	5	-1.8	?	/	/	-20
O=C(CSC1=N/C(=C/c2ccc(Cl)c(Cl)c2)C(=O)N1c1ccccc1F)NC1CC1	-0.7	-0.8	7	-2	0.0	-12	-9	1.6	-3
CCOc1ccc2nc(NC(=O)CSC3=NCCS3)sc2c1	0.3	-22	16	-4	0.1	-2	8	/	6
O=C(Nc1ccccc1Br)C1CC(=O)N(c2ccc3c(c2)OCCO3)C1 (stereo not given)	5.9	-1.2	3	3	0.5	-2	-3	1.7	14
O=C(NC(=S)Nc1cccc2ncccc12)c1ccco1	0.3	-1.1	0	-9	1.8	5	-14	-0.3	5
CCSc1nnc(CNc2ccc(F)cc2)n1CC1CCCO1 (stereo not given)	-0.2	-0.3	1	-2	-0.7	10	1	/	-4
CCCC[N+]1(C)[C@@H]2CC(OC(=O)[C@H](CO)c3ccccc3)C[C@H]1[C@@H]1O[C@@H]12 (stereo not given in full)	0.1	-1.1	-8	5	-0.9	-14	3	0.8	-5
CCOC(=O)c1ccc(NC(=S)NC2CCCC2)cc1	-1.8	0.6	11	0	2.5	-13	-2	0.8	0
O=C(C1CCN(C2CCN(Cc3ccsc3)CC2)CC1)N1CCOCC1	-0.6	1.1	-9	4	0.5	0	-4	0.2	0
COc1ccc(C2c3ccc4ccccc4c3Oc3ncn(CCO)c(=N)c32)cc1 (stereo not given)	-3.0	-8.4	/	9	-0.9	-10	/	0.8	-10
C=CCn1c(CSCc2ccccc2)nnc1SCC(=O)N1CCN(c2ccccc2)CC1	-0.7	-2.3	1	-9	0.5	-16	6	0.8	15
Cc1ccccc1OCC(=O)N1CCC2(CC1)CC(=O)c1ccccc1O2	1.9	-3.9	1	-4	0.6	11	8	0.4	21
COc1ccccc1-c1nn2c(=O)cc(C)nc2s1	0.6	-2.6	-3	-3	0.2	?	-2	/	1
CC(C)c1ccc(/C=N/Nc2cc(N3CCOCC3)nc(N3CCOCC3)n2)cc1	0.1	-0.8	6	4	0.5	4	-11	/	18

By substructure, those above containing an aryl thioether with sulfur outside any ring.
SMILES	BoNT A protease	FadD28 binding	PrPC TRFRET	Anthrax LF prot	PfHsp40 yeast	BoNT-F LC inh	CCHFV vOTU inh	TcdB inh	Yp Topo-I inh
CSc1nnc(-c2cnccn2)n1C	-1.2	-3.0	/	0	-1.3	-5	/	0.9	-5
Cc1cc(C)c2c(=O)[nH]c(SCC(=O)Nc3ccccc3)nc2n1	0.2	-1.5	5	0	3.6	6	9	/	7
COc1cc(C(=O)NCc2nnc(SCC(=O)N3CCC(C)CC3)o2)cc(OC)c1OC	-0.4	-2.7	-7	-1	0.5	-15	12	/	-2
CCSc1nnc(CNc2ccc(F)cc2)n1CC1CCCO1 (stereo not given)	-0.2	-0.3	1	-2	-0.7	10	1	/	-4
C=CCn1c(CSCc2ccccc2)nnc1SCC(=O)N1CCN(c2ccccc2)CC1	-0.7	-2.3	1	-9	0.5	-16	6	0.8	15

Other entries follow.
SMILES	BoNT A protease	FadD28 binding	PrPC TRFRET	Anthrax LF prot	PfHsp40 yeast	BoNT-F LC inh	CCHFV vOTU inh	TcdB inh	Yp Topo-I inh
Oc1ccc(Cl)cc1CNCc1ccc(F)cc1	-0.8	-0.2	-2	0	2.4	-11	7	1.8	0
CCCn1nc(C(=O)OCC(=O)c2ccccc2)c2ccccc2c1=O	0.3	0.0	8	-7	-1.2	-1	24	0.1	11
CC(C)(C)OC(=O)C[C@H]1C/C=C\C[C@@H](CC(=O)N(CCO)Cc2ccccc2)C(=O)NC[C@H](c2ccccc2)OC1=O	-0.6	-2.1	-7	-1	0.1	-2	-4	1.7	19
Fc1ccc(-c2ccc(CNCc3ccccn3)o2)cc1Cl	-4.3	-4.5	0	4	-0.9	?	8	1.9	-2
O=C(COC(=O)c1cccnc1Cl)c1ccc(Cl)cc1Cl	3.6	-3.3	1	-1	0.2	5	-4	/	7
Cc1cc(C)cc(C(=O)Nc2ccc(N3CCCC3)cc2)c1	0.1	-4.0	1	-19	0.1	-54	12	-0.9	-17
CCN1CCN(CCNC(=O)CSCc2nc(-c3ccc(OC)c(OC)c3)oc2C)CC1	2.5	-2.3	-6	5	-1.4	20	2	/	-4
COC(=O)N(C)C[C@@H]1OCc2cnnn2CCCC(=O)N([C@H](C)CO)C[C@H]1C	-0.1	-1.2	7	-1	/	4	23	-6.3&0.2	-3
COc1cc(/C=N/NC(=O)CC2(C)OCCCO2)ccc1OCc1ccc(Cl)cc1Cl	0.1	0.5	5	0	-1.1	-5	3	/	2
CCOC(=O)C1=C(C)NC(=O)NC1C (stereo not given)	0.6	1.6	-3	-7	-0.6	-6	11	/	1

Compounds listed so far containing a COOH group (2):
SMILES	BoNT A protease	FadD28 binding	PrPC TRFRET	Anthrax LF prot	PfHsp40 yeast	BoNT-F LC inh	CCHFV vOTU inh	TcdB inh	Yp Topo-I inh
O=C(N/N=C/c1ccc(-c2ccccc2C(=O)O)o1)c1cccs1	-0.4	2.0	-2	-2	1.2	-4	0	/	-7
O=C(O)CNC(=O)c1ccc(N2CCOCC2)cc1[N+](=O)[O-]	-0.4	-3.2	-8	-2	-1.0	-7	-8	2.1	-4
